GPR151 ag – activators of human GPR151 | Q8TDV0 | activation, % at 11.2 µM | PathHunter beta-arrestin GPR151 cells, luminescence | actives 1% (n = 650,000) | AID 1508602; in the data active = activation above about 4.9%;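 note: 0% = median of compound wells and 100% = cells with positive control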
MITF inh – human MITF inhibition, primary screen | O75030 | AlphaScreen MITF homodimerization, bead proximity signal | inhibition, % at 2.6 µM | actives 0.91% (n = 650,000); in the data active = inhibition above about 50%;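 note: 0% = vehicle wells with protein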
TEAD-YAP inh – TEAD-YAP interaction inhibition; actives 1.4% (n = 640,000); AID 1259422; inhibition, % at 9.12 µM; HEK-TIYL cells, TEAD-Gal4/YAP UAS-luciferase luminescence; in the data active = inhibition above about 32%;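 note: 0% = median of test compound wells and 100% = reference inhibitor wells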
FBW7 activator – human FBW7 E3 ligase activation, primary screen; Q969H0; AlphaScreen FBW7–phospho-cyclin E peptide binding, activator screen; normalized activity (activation), % at 26.1 µM; actives 0.13% (n = 650,000); AID 1259310; in the data active = normalized activity above about 1.9%;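 note: purified mutant Fbw7 with reduced substrate affinity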
Target sequence (Q969H0 whole entry, looked up): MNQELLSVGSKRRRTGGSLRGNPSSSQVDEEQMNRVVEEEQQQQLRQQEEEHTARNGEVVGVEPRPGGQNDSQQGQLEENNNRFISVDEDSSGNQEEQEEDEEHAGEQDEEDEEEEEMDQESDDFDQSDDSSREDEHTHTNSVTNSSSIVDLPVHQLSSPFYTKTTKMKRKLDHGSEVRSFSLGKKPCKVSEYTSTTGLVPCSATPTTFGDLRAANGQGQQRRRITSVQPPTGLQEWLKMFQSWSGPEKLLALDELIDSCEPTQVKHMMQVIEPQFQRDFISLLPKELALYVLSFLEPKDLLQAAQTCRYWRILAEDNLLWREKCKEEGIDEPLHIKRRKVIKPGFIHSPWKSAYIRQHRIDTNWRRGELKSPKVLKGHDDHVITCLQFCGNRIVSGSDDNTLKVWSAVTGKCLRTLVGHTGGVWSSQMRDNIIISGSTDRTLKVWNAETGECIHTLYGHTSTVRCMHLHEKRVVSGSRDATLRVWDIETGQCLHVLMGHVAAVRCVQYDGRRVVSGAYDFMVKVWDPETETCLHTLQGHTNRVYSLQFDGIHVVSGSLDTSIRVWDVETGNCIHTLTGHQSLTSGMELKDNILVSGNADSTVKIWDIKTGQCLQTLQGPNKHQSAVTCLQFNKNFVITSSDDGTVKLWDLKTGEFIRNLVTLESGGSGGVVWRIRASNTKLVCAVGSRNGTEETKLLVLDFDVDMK
* = called active by the depositor.

Every second line gives: TEAD-YAP inh, MITF inh, GPR151 ag, FBW7 activator
- Cc1c(NC(=O)C2c3ccccc3C(=O)N3CCc4ccccc4C23)cccc1[N+](=O)[O-] (stereo not given)
→ -5, 7, 0.6, 0.0
- CS(=O)(=O)Nc1ccccc1C(=O)Nc1ccc(I)cc1
→ 7, 13, 1.7, -0.1
- Cn1cc(OCc2ccc(F)cc2)c(=O)cc1C(=O)N1CCN(c2ccccc2F)CC1
→ 3, 14, 0.1, 0.1
- Cc1ccc(NC(=S)NNC(=O)Cc2noc3ccccc23)cc1
→ -4, 1, -2.2, 0.1
- CC12CN(NC=O)C3(C#N)CC1CCC23C (stereo not given)
→ 3, 4, -1.5, -0.1
- c1ccc(CCN2CN=C(Nc3nc4ccccc4s3)NC2)cc1
→ 7, -13, 0.2, 0.5
- Cc1ccc(OC(C)C(=O)Nc2sc3c(c2C(N)=O)CCCC3)cc1 (stereo not given)
→ -2, 0, 0.7, -0.1
- c1csc(-c2ccc(NCCN3CCOCC3)nc2)c1
→ 7, 14, 0.8, 0.0
- Cc1ccc(Oc2nc3ccccc3n3c(C)nnc23)cc1
→ -6, -6, 0.8, 0.1
- O=C1N/C(=C/c2ccc(Br)cc2)C(O)=C1C=NCc1ccccc1
→ 3, 4, -1.5, 1.1
- CC(=O)Nc1ccc(N(C(=O)c2ccco2)C(C(=O)NC2CCCC2)c2ccccc2)cc1 (stereo not given)
→ -6, 14, -1.8, 0.4
- CCOC(=O)C1=C(C)NC(=O)NC1c1cc(C)cs1 (stereo not given)
→ -9, 21, 3.4, 1.1
- Cc1cc(OCC(=O)NNC(=O)COc2ccccc2C)ccc1Cl
→ 7, -7, 1.6, -0.1
- CCOc1ccc(CNC(=O)c2cccs2)cc1
→ -10, -11, -0.8, 0.0
- CC1CCC2C(=O)N(c3ccc(C(=O)NCc4ccccc4)cc3)C(=O)C2C1 (stereo not given)
→ 0, -4, 0.3, -0.1
- Cc1noc(C)c1COc1ccc(CC(=O)NNC(=O)c2ccc(C(C)(C)C)cc2)cc1
→ 0, 4, -0.8, 0.2
- COc1cc(/C=C2/C(=N)N3N=C(c4ccccc4)SC3=NC2=O)ccc1OCCOc1c(C)cccc1C
→ 6, 7, -0.8, 0.1
- O=C(NC1CC1)c1ccc(-c2ccc(C(=O)NC3CCN(Cc4ccccc4)CC3)s2)cc1
→ -3, -9, 2.9, 0.1
- O=C(O)CCCC(=O)Nc1ccc(N=Nc2ccccc2)cc1
→ -6, 16, -0.5, 0.2
- O=C(c1nn2c(c1Cl)NC(c1ccc(Cl)cc1)CC2C(F)(F)F)N1CCCCCC1 (stereo not given)
→ 23, 4, 1.0, 0.1

Continued.
Every second line gives: TEAD-YAP inh, MITF inh, GPR151 ag, FBW7 activator
- Cc1cc(C)cc(NC(=O)CCS(=O)(=O)c2ccc3c(c2)CC(C)N3C(=O)C2CC2)c1 (stereo not given)
→ 11, -1, 0.3, 0.6
- Cc1c(C(=O)N2CCN(c3ccccc3F)CC2)sc2ncnc(N3CCN(c4ccccc4F)CC3)c12
→ 8, 0, 1.9, 0.0
- Cn1c(NNC(=O)c2cccs2)cc(=O)n(C)c1=O
→ -5, 0, 0.2, -0.1
- O=C1CCC(CCNCCOc2ccc(F)cc2)N1Cc1ccco1 (stereo not given)
→ 1, 4, -0.3, 0.3
- CC1(C)CC(=O)C2=C(C1)N(CCc1ccccc1)C1=C(C(=O)CC(C)(C)C1)C2c1cccc(F)c1
→ -13, -14, -0.1, 0.0
- Cc1cc2c(cc1C)NC(CC(=O)NC(C)c1ccccc1)C(=O)N2 (stereo not given)
→ 1, 3, -1.2, 0.0
- O=c1cc(-c2ccc3c(c2)OCO3)[nH][nH]1
→ -10, -4, -0.8, -0.5
- O=[N+]([O-])c1c(Sc2ncnc3ccccc23)cc(Cl)c2nsnc12
→ 7, 10, 0.3, 0.1
- CCc1ccc(N2CC(C)Cn3c2nc2c3c(=O)n(CC(=O)OC)c(=O)n2C)cc1 (stereo not given)
→ 0, 10, 0.7, 0.3
- Cc1ccc(C)c(OCC(=O)NCC(C)C)c1C
→ 4, -4, 0.8, 0.5
- Cc1ccccc1N1C(=O)C(O)=C(C(=O)CCc2ccccc2)C1c1ccc(Br)cc1 (stereo not given)
→ 10, -1, -0.1, 0.1
- CCOc1ncccc1C(=O)OCC(=O)NC1CCCCC1
→ 2, 3, 0.1, -0.1
- OCCCNc1ncnc2c1c(-c1ccccc1)cn2-c1cccc(C(F)(F)F)c1
→ -4, 0, -0.1, 0.7
- Cc1c(NC(=O)c2ccc(F)cc2[N+](=O)[O-])c(=O)n(-c2ccccc2)n1C
→ 9, -6, -0.1, 0.1
- O=C(O)C1(C#Cc2ccccc2)C2CCCCC21 (stereo not given)
→ 8, -2, -0.4, 0.4
- O=C(Cn1cnc2scc(-c3ccccc3)c2c1=O)NCc1ccc(Cl)cc1
→ 5, -2, 0.9, 0.0
- CCCCn1c(C)cn2c3c(=O)n(C)c(=O)n(C)c3nc12
→ 16, 0, 4.0, 0.6
- CC(C)(C)OC(=O)N1CCC(c2nc3ccncc3c(=O)[nH]2)C1 (stereo not given)
→ -5, 11, 1.2, 0.2
- Cc1cc(O)c(C=O)c2c1C(=O)Oc1c(C)c(O)c3c(c1O2)C(O)OC3=O (stereo not given)
→ -6, 25, 0.4, -0.2
- COc1cc(C(=O)Nc2nc3c(OC)ccc(Cl)c3s2)cc(OC)c1OC
→ 7, 10, -0.2, -0.1

Looked up by compound from above:
Every second line gives: TEAD-YAP inh, MITF inh, GPR151 ag, FBW7 activator
- CC(C)(C)OC(=O)N1CCC(c2nc3ccncc3c(=O)[nH]2)C1 (stereo not given)
→ -5, 11, 1.2, 0.2
- Cc1ccccc1N1C(=O)C(O)=C(C(=O)CCc2ccccc2)C1c1ccc(Br)cc1 (stereo not given)
→ 10, -1, -0.1, 0.1
- CCOc1ccc(CNC(=O)c2cccs2)cc1
→ -10, -11, -0.8, 0.0
- CC1CCC2C(=O)N(c3ccc(C(=O)NCc4ccccc4)cc3)C(=O)C2C1 (stereo not given)
→ 0, -4, 0.3, -0.1

(list continues)
Every second line gives: TEAD-YAP inh, MITF inh, GPR151 ag, FBW7 activator
- COc1cccc(CNC(=O)c2[nH]c3cc(-c4cn[nH]c4)ccc3c2CN(C)Cc2ccccc2)c1
→ -12, -1, 0.9, -0.1
- Cc1cc(NC(=O)CCS(=O)(=O)Cc2ccccc2)no1
→ -3, -1, 1.0, 0.1
- CCOC(=O)N1CCN(C/C(C)=C/c2ccccc2)CC1
→ -23, 7, 1.2, 0.2
- CCc1c(C(=O)OC)nnn1-c1nonc1N
→ 3, -4, 0.1, 0.0
- COc1ccc(C(=O)OCCNC(=O)c2ccc[n+](C)c2)cc1
→ 5, 8, -1.2, 0.1
- CCOc1cc(N)ccc1C1CCCCC1
→ 9, 17, 0.2, 0.4
- Cc1ccc(S(=O)(=O)n2ccn(C(=O)c3ccccc3Br)c2=O)cc1
→ -9, -3, 4.9*, -0.1
- Cc1cc(Br)ccc1OCCOCCNCCN(C)C
→ -2, -6, 1.4, 0.0
- COc1ccc(C2N(c3ccc4c(c3)OCO4)C(=O)C2(F)F)cc1OC (stereo not given)
→ -1, 9, 0.5, -0.1
- CCCNc1ccnc(-c2ccc(N3CCN(C)CC3)cc2)n1
→ -7, 8, -2.7, 0.8
- O=C(NCc1ccc(Cl)cc1)C(=O)Nc1cccc(Br)c1
→ 0, 19, -1.8, 0.2
- COc1cc(N2CCOCC2)ccc1Nc1ccc(OC)c(Nc2ccccn2)c1
→ -8, 26, -2.8, -0.1
- CC1=C(C(=O)Nc2ccc(Cl)cc2)C(c2ccc(Cl)cc2Cl)NC(=S)N1 (stereo not given)
→ 15, 8, -0.1, -0.1
- CCCCNC(=O)CSc1nc2c(sc(=S)n2-c2ccccc2OCC)c(=O)[nH]1
→ 2, 4, -0.7, 0.0
- O=C(O)c1ccccc1C(=O)Nc1ncccn1
→ -13, 20, 0.4, 0.2
- O=C(c1ccc(CNS(=O)(=O)c2ccc(Br)cc2)cc1)N1CCCC1
→ -16, -6, 0.4, -0.1
- O=C(Nc1c2c(nn1-c1ccc([N+](=O)[O-])cc1)CSC2)c1ccc(C(=O)c2ccccc2)cc1
→ -1, -4, 0.5, 0.0
- O=C(O)C1CCN(C(=O)c2ccc(Br)o2)CC1
→ 4, 16, 0.2, 0.2
- CCc1ccc(NC(=O)CSc2nnc(-c3ccc(OC)c(OC)c3)n2-c2ccccc2)cc1
→ -9, 15, -1.0, 0.2
- CN1CCN(C(=O)CCNC(=O)Cn2cnc3sc4c(c3c2=O)CCCC4)CC1
→ -6, 4, 0.0, 0.0

The list continues.
Every second line gives: TEAD-YAP inh, MITF inh, GPR151 ag, FBW7 activator
- CC1=C(C(=O)OC(C)(C)C)C(c2ccc(Cl)cc2)C(C#N)=C(SCC(=O)Nc2ccc(C)cc2C)N1 (stereo not given)
→ 11, 4, 1.0, 0.1
- COCCSc1ccccc1C(=O)Nc1ccncc1
→ -4, 12, -1.7, -0.1
- CCCNC(=O)c1cnc(-c2ccc(C(N)=O)cc2)s1
→ -8, -8, -0.4, -0.1
- CC(C)c1ccc(NC(=O)C2C3C=CC4(O3)C2C(=O)N(CCN2CCCCC2C)C4C(=O)NC2CCCC(C)C2C)cc1 (stereo not given)
→ 11, 17, -1.4, 0.2
- COc1ccc(N2CCN(C(CNC(=O)c3cccc([N+](=O)[O-])c3)c3ccco3)CC2)cc1 (stereo not given)
→ 3, 2, 1.4, -0.1
- O=C1CCCN1CCCNc1nc(NC2CCN(Cc3ccccc3)CC2)nc2c1ncn2Cc1ccc(C(F)(F)F)cc1
→ -1, -9, 1.0, -0.1
- COc1cc(C(=O)NC(CCSC)C(=O)N2CCC(C)CC2)cc(OC)c1OC (stereo not given)
→ 0, 19, -0.1, 0.8
- COC(=O)C1=C(C)NC(C)=C(C(=O)OC)C1c1ccccc1Cl
→ -2, 1, 1.6, -0.1
- COc1cc2cc(CN(CCN(C)C)C(=O)Nc3ccccc3)c(=O)[nH]c2cc1OC
→ 10, 20, 2.6, -0.2
- CCCCC(=O)Nc1cccc(NC(=O)COc2cccc(C)c2)c1
→ -10, 1, 0.9, 0.2
- CCNc1nc(NCCOc2ccccc2)c2ncn(Cc3ccc(C(F)(F)F)cc3)c2n1
→ 10, 10, -1.3, 0.5
- O=C1NC2(CCCCC2)C(=O)N1CCN1C(=O)c2ccccc2C1=O
→ -5, -12, 0.8, -0.2
- Nc1ccc(C(=O)Nc2cc(NC(=O)c3ccc(N)cc3)cc(C(=O)N3CCCCC3)c2)cc1
→ 4, 12, 0.9, 0.3
- Cc1nc(NC(C)C(=O)O)c2oc3ccccc3c2n1 (stereo not given)
→ 8, -3, 1.5, 0.1
- COc1cc2c(cc1NS(=O)(=O)N1CCCCC1)oc1ccccc12
→ 6, -3, 1.8, 0.1
- COc1ccc(-c2noc(CSCC(=O)NC3CCCCCC3)n2)cc1OC
→ 0, 11, 1.8, -0.2
- CC1CC(C)(C)N(C(=O)Nc2ccccc2)c2ccccc21 (stereo not given)
→ -2, -27, 1.0, 0.0
- CN(C)c1cccc(Nc2nc(NCCOc3ccccc3)c3ncn(C4CCCCC4)c3n2)c1
→ -5, 14, -0.9, 1.4
- OCCCNc1ccc2ncc(-c3ccccc3Oc3ccccc3)n2n1
→ 21, -14, 0.0, -0.1
- O=C(NCCOc1ccccc1)c1cc(N2CCN(Cc3ccc4c(c3)OCO4)CC2)nc2ccccc12
→ -6, 6, 1.2, 0.1

Part of the list above, limited to TEAD-YAP inh:
| mol | TEAD-YAP inh |
| --- | --- |
| O=C(NC1CC1)c1ccc(-c2ccc(C(=O)NC3CCN(Cc4ccccc4)CC3)s2)cc1 | -3 |
| O=C(O)CCCC(=O)Nc1ccc(N=Nc2ccccc2)cc1 | -6 |

The results go on:
Every second line gives: TEAD-YAP inh, MITF inh, GPR151 ag, FBW7 activator
- Cc1ccccc1Nc1nnc(C)c2ccccc12
→ -5, 19, 0.2, 0.1
- COC(=O)c1cccc2c1NC(C(=O)O)C1CC=CC21 (stereo not given)
→ 6, 76*, 0.5, -0.2
- COCCn1nnnc1C(c1ccc(Cl)cc1)N1CCc2ccccc21 (stereo not given)
→ -2, 5, 0.2, -0.2
- CCOc1ccc(NC(=O)CSc2nc3ccc(C)cc3[nH]2)cc1
→ 7, -5, 1.6, 0.1
- CC(=O)C(C(=O)N(C)C)n1cnc2c(cnn2-c2ccc(Cl)cc2)c1=O (stereo not given)
→ -4, -1, -0.4, -0.1
- COC(=O)C1=C(C(=O)OC)C(c2ccc(OC)c(OC)c2)c2sc(=O)[nH]c2S1 (stereo not given)
→ -2, 2, -0.2, -0.1
- COc1ccc(C(=O)NCCC(=O)NCc2cccs2)cc1OC
→ 3, -8, -0.5, 0.1
- Cn1c(N)c(C(=O)c2sc3cc(Cl)ccc3c2Cl)c(=O)n(C)c1=O
→ 1, 6, 1.1, 0.1
- CN(C)CCNC(=O)c1cc(-c2ccccn2)nc2c(Cl)cccc12
→ -8, 6, -1.1, -0.1
- O=C(CC1Nc2ccccc2NC1=O)Nc1ccc(SC(F)F)cc1 (stereo not given)
→ -2, 16, 0.0, 0.7

Screens deposited in PubChem by The Scripps Research Institute Molecular Screening Center.
